APP 5'UTR act: APP 5'UTR luciferase reporter activation | SH-SY5Y APP 5'UTR luciferase reporter, luminescence; zero percent = DMSO vehicle wells | activation, % at 2 µM | hit rate 1% among 190,000;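 active = activation above a set limit, based on mean plus 3 SD of controls, cut at about 140% in these data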; also: values of inactives mirror those of a sister screen read the other way
STAT1 inh: STAT1 signaling inhibition; NIH 3T3 STAT1-luciferase reporter, IFN-gamma, luminescence; inhibition, % at 5.5 µM; hit rate 0.35% among 200,000; AID 920;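 active = inhibition above a set limit, the mean inhibition across all tested compounds plus 3 SD, cut at about 34% in these data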;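 also: 0% = IFN-gamma with DMSO and 100% = IFN-gamma with 300 µM nifuroxazide; values of inactives mirror those of a sister screen read the other way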
HMGR II inh: inhibitors of class II HMG-CoA reductase from Enterococcus faecalis; hit rate 0.41% among 190,000; inhibition, % at 10 µM; AID 1066; purified E. faecalis HMGR, NADPH absorbance 340 nm kinetic;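 active = inhibition above a set limit, the median over all tested compounds plus 3 SD, cut at about 9.5% in these data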;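 also: enzyme runs in reverse so mevalonate oxidation gives rising NADPH absorbance; 0% = complete reaction with DMSO and 100% = background rate lacking mevalonate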
STAT3 act: activators of IL-6 induced STAT3 signaling | hit rate 0.91% among 190,000 | AID 871 | U3A cells, IL-6 STAT3-luciferase reporter, luminescence; 100% = signal with IL-6 EC80 alone | activation (% of control), % at 5.6 µM;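 active = activation above the screen-wide mean of compound activation plus 3 SD, cut at about 130% in these data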;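 also: 0% = background luminescence of wells with medium and substrate only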
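Test system: human U3A cells carrying STAT3-luciferase construct; control set: IL-6-only wells as 100% reference; timing: compound pre-incubation 1 h before IL-6, then 6 h stimulation at 37 °C; also added: IL-6 stimulus at 33 ng/mL final; evaluation: % activation versus median of IL-6-stimulated wells; detection: reporter luminescence signal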
Hsp70 activator: transcriptional activators of Hsp70. hit rate 0.04% among 200,000. HeLa Hsp70 promoter luciferase reporter, luminescence; scaled: vehicle 0, proteasome-inhibitor control 100%. activation, % at 10 µM;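 active = activation above the mean across all tested compounds plus 3 SD, cutoff set per campaign, cut at about 5.5% in these data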;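 also: 100% = MG132 at 30 µM as the positive control and 0% = DMSO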
Redox H2O2 prof: compounds producing H2O2 with reducing agent – biochemical, NIH compound library profiling, artefact control for MLSCN library redox annotation, primary screen; DTT-dependent redox cycling H2O2, phenol red/HRP absorbance; 100% = 100 µM peroxide control, 0% = buffer; hit rate 0.03% among 200,000; activation, % at 10 µM;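 active = activation of at least 50% relative to the plate's high and low controls in the primary single-dose screen; inactive = activation below 50%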;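 also: compound incubated with DTT at 0.8 mM final as the reducing agent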
STAT3 inh: reduces IL-6 driven STAT3 reporter signal | AID 862 | inhibition, % at 5.5 µM | U3A cells, IL-6 STAT3-luciferase reporter, luminescence; host cell line lacks STAT1 | hit rate 0.89% among 190,000;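 active = inhibition above the mean inhibition across all screened compounds plus 3 SD, cut at about 44% in these data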;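 also: 0% = DMSO only wells and 100% = 100 µM nifuroxazide control wells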
TLR4 MyD88 comp: inhibitors of human TLR4-MyD88 binding; O00206+Q99836; HeLa CL3-4 TLR4/MyD88 BLA complementation, FRET ratio; hit rate 0.18% among 200,000; inhibition, % at 8.4 µM; in the data active = inhibition above about 25%;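 also: 0% = vehicle and 100% = reference inhibitor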
Target sequence (O00206 whole entry, looked up): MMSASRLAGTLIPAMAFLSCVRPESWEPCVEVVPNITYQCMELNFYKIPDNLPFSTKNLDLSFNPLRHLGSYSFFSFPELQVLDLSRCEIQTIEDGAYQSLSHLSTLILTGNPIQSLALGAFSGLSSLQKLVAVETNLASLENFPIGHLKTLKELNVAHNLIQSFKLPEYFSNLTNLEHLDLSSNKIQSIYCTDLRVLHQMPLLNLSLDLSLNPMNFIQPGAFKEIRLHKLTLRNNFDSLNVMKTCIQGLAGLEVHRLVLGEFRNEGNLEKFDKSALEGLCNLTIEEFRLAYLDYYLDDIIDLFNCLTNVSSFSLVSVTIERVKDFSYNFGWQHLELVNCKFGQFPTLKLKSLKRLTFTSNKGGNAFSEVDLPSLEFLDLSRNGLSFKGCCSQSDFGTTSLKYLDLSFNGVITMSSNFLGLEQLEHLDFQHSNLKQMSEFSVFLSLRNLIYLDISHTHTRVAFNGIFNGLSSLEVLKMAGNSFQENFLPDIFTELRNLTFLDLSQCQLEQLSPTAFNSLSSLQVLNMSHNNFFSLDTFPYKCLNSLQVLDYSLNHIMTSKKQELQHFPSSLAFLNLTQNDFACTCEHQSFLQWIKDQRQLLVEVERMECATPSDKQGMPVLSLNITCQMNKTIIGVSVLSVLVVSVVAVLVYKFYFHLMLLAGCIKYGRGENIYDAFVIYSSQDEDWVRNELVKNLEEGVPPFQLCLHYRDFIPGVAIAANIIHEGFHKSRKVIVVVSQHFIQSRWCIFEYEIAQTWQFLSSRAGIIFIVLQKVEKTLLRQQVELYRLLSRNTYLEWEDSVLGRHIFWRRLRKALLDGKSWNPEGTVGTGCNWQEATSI
Target sequence (Q99836 whole entry, looked up): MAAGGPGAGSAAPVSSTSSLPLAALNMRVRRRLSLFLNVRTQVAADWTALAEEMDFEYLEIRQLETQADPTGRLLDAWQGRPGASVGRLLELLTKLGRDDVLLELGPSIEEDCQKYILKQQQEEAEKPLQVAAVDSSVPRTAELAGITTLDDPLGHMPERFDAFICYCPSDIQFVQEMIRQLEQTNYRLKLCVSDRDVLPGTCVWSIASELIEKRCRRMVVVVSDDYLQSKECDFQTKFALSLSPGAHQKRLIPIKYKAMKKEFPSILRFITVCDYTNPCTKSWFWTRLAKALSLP
NF-kB expr up: compounds increasing NF-kB expression in human neuronal cells. fold change at 12.5 µM. hit rate 1.6% among 190,000. AID 1239. NF-kB reporter expression; hits give high values; in the data active = fold change above about 3.3
STAT1 activator: STAT1 signaling activation; NIH 3T3 STAT1-luciferase reporter, IFN-gamma, luminescence; 100% = IFN-gamma alone, no compound; activation (% of control), % at 5.5 µM; hit rate 2.6% among 200,000;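 active = activation above the screen-wide mean activation plus 3 SD, cut at about 130% in these data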;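 also: raw ratio to IFN-gamma control signal so 100% means no change and 0% no light; values of inactives mirror those of a sister screen read the other way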
* marks the source's active call; other numbers are inactive results; nt = no result given.

molecule,APP 5'UTR act,STAT1 inh,HMGR II inh,STAT3 act,Hsp70 activator,Redox H2O2 prof,STAT3 inh,TLR4 MyD88 comp,NF-kB expr up,STAT1 activator
COc1ccc2cc3cc(C(=O)NCCN4CCc5ccccc5C4)sc3nc2c1,27,-16,2,105,-0.5,0.0,-8,0,1.2,114
CCC(=O)N(C)CCc1cc2c(c(OC)c1/C=N/NC(=O)c1ccc(Br)cc1)OCO2,5,3,-1,102,-0.3,-0.3,1,6,0.93,97
CC(=O)Nc1ccc(Oc2ccc(NC(C)=O)c(NC(C)=O)c2)cc1,-14,-5,-1,111,-0.3,-2.1,-14,-12,1.3,105
CCCn1nc(CC(=O)O)c2ccccc2c1=O,29,-3,-4,107,-0.2,-1.3,-6,-3,1.3,103
Cc1cc(NC(=O)c2ccccc2F)ncc1NC(=O)c1cccs1,21,-17,-3,95,-0.1,0.2,12,-19,1.7,114
Cc1ccc(CN(CC(=O)N/N=C/c2ccco2)S(=O)(=O)c2ccc(C)cc2)cc1,0,4,1,93,0.0,-0.1,15,-2,1.1,96
CCOC(=O)N1CCC(NCCNC(=O)c2cccs2)CC1,9,1,-4,95,-0.3,-0.8,8,-12,0.98,98
COc1ccc(Oc2nc(-c3ccccc3)ncc2S(=O)(=O)c2ccccc2)cc1,-13,-6,-2,106,-0.2,3.7,-2,-4,1.2,106
COc1cc(-c2nc3ccc4ccccc4c3c3c2CCC3)ccc1O,-20,-1,-1,99,-0.3,0.0,-1,-11,1.2,101
CCOc1ccc(N(CC(=O)NCc2ccco2)S(=O)(=O)c2ccc(OC)c(OC)c2)cc1,18,7,1,101,-0.1,0.2,3,-2,0.96,94
COc1ccc(C(=O)OCC(=O)NC(=O)NC(C)C)cc1OC,20,-2,-1,99,-0.1,-1.8,4,-4,1.3,101
CCCCOC(=O)c1ccc(NC(=S)NC(=O)c2c(Br)c(C)nn2C)cc1,4,-4,-2,109,-0.1,0.0,-8,-4,1,103
CC1OC2C(OC1C)N(S(C)(=O)=O)CCN2S(C)(=O)=O (configuration not stated),-4,-9,1,105,-0.2,1.8,-2,1,0.99,108
O=C(CSc1nc(O)c(C2CCCCC2)c(=O)[nH]1)Nc1ccc(Cl)cc1,3,4,-1,96,-0.4,-0.2,11,5,1.1,97
O=c1[nH]snc1N1CCOCC1,-9,-3,0,106,-0.3,0.5,-2,13,1.2,100
Cc1ccccc1-n1nc2c(c1NC(=O)c1cc3ccccc3oc1=O)CS(=O)C2 (configuration not stated),7,3,0,92,0.0,-0.1,14,7,1.1,97
Cc1ccccc1OCCSc1nc(N(C)C)nc(N(C)C)n1,7,1,1,96,-0.1,-0.7,4,-1,0.94,99
N#Cc1sc2nc(C3CC3)cc(-c3ccc(Cl)cc3)c2c1N,-16,8,0,91,-0.3,-0.6,9,13,1.4,95
CCC1(C)Cc2c(sc3nc(SC)nc(NCCN(C)C)c23)CO1 (configuration not stated),19,5,5,99,0.0,-1.8,10,2,0.91,95
Cc1cccn2c(=O)c(C=Nc3ccc(Cl)cc3)c(NCCO)nc12,-4,-1,-3,100,-0.1,0.8,4,-11,0.93,95
O=C(N/N=C/c1ccco1)c1cc(-c2ccc(Cl)s2)[nH]n1,-13,-1,-4,82,-0.1,-0.6,26,-11,1.2,103
C=C1C(C(=O)N2CCN(C)CC2)C1C(=O)N1CCN(C)CC1 (configuration not stated),7,-8,0,104,0.0,-0.3,0,5,1.1,107
CCC1(C(=O)c2ccccc2)C(c2ccc([N+](=O)[O-])cc2)C1(C(=O)OC)C(=O)OC (configuration not stated),nt,3,-3,109,-0.6,-0.7,-10,-10,1.1,97
CCC(=O)N1c2ccc(S(=O)(=O)CCC(=O)NCCC3=CCCCC3)cc2CC1C (configuration not stated),-13,4,0,103,-0.3,-0.3,-1,5,0.95,96
Cc1ccccc1OCC(O)CN1CCN(C)CC1 (configuration not stated),13,-11,-1,93,-0.2,-0.4,13,-18,1,107
O=c1c(-c2ccccc2)c(O)c2cccc3c2n1CCC3,9,-2,-5,108,-0.3,1.1,-3,-2,1.2,102
Cn1ncc(C#N)c1/N=C/N(Cc1ccccc1)Cc1ccccc1,-26,-7,1,100,-0.3,0.7,4,-21,0.8,106
CC1=NN(C(N)=S)C(=O)C1N=Nc1ccc(C)cc1C (configuration not stated),58,-40,0,131,0.2,-1.6,-30,-3,3.2,137*
CCOC(=O)C1=C(N)OC2=C(C(=O)CCC2)C1c1ccco1 (configuration not stated),4,3,-1,88,-0.2,-0.9,21,11,0.9,97
O=C(Nc1ccccn1)c1ccc2c(c1)S(=O)(=O)c1ccccc1C2=O,14,8,3,101,-0.2,-0.2,3,-3,1.1,93

Fetched by compound from above (two):
molecule,APP 5'UTR act,STAT1 inh,HMGR II inh,STAT3 act,Hsp70 activator,Redox H2O2 prof,STAT3 inh,TLR4 MyD88 comp,NF-kB expr up,STAT1 activator
Cc1ccc(CN(CC(=O)N/N=C/c2ccco2)S(=O)(=O)c2ccc(C)cc2)cc1,0,4,1,93,0.0,-0.1,15,-2,1.1,96
COc1ccc(Oc2nc(-c3ccccc3)ncc2S(=O)(=O)c2ccccc2)cc1,-13,-6,-2,106,-0.2,3.7,-2,-4,1.2,106

4 entries out of the list, ordered by number of heavy atoms, descending.
molecule,APP 5'UTR act,STAT1 inh,HMGR II inh,STAT3 act,Hsp70 activator,Redox H2O2 prof,STAT3 inh,TLR4 MyD88 comp,NF-kB expr up,STAT1 activator
COc1ccc2cc3cc(C(=O)NCCN4CCc5ccccc5C4)sc3nc2c1,27,-16,2,105,-0.5,0.0,-8,0,1.2,114
COc1cc(-c2nc3ccc4ccccc4c3c3c2CCC3)ccc1O,-20,-1,-1,99,-0.3,0.0,-1,-11,1.2,101
Cn1ncc(C#N)c1/N=C/N(Cc1ccccc1)Cc1ccccc1,-26,-7,1,100,-0.3,0.7,4,-21,0.8,106
CC1=NN(C(N)=S)C(=O)C1N=Nc1ccc(C)cc1C (configuration not stated),58,-40,0,131,0.2,-1.6,-30,-3,3.2,137*

STAT1 activator, hit marks shown above
SMILES,APP 5'UTR act,STAT1 inh,HMGR II inh,STAT3 act,Hsp70 activator,Redox H2O2 prof,TLR4 MyD88 comp,NF-kB expr up,STAT1 activator
CC1=NN(C(N)=S)C(=O)C1N=Nc1ccc(C)cc1C (configuration not stated),58,-40,0,131,0.2,-1.6,-3,3.2,137*

Later entries
molecule,APP 5'UTR act,STAT1 inh,HMGR II inh,STAT3 act,Hsp70 activator,Redox H2O2 prof,STAT3 inh,TLR4 MyD88 comp,NF-kB expr up,STAT1 activator
O=C(c1noc2c1CCCC2)N1CCCCC1,9,5,2,98,0.2,-2.8,9,7,1.1,97
CCN1CCN(CCNC(=O)c2ccc(/C=C3\Sc4ccccc4N(Cc4ccccc4F)C3=O)cc2)CC1,5,4,2,92,0.2,-0.1,14,-11,0.58,98
CCn1c(COc2cccc3ccccc23)nnc1SCC(N)=O,6,2,-1,99,0.2,4.0,7,-3,1,98
COc1ccc(NC(=O)CSc2nc3ccccc3c3nc4ccccc4n23)cc1,-81,-9,1,101,-0.1,-0.2,1,-5,1.1,108
CC(C)(C)n1ncc2c(=O)n(Cc3cccc(Cl)c3)cnc21,10,-14,-5,109,-0.2,-0.2,-8,6,1.1,111
c1ccc(-c2nnc(-c3ccncc3)nc2-c2ccccc2)cc1,-2,-4,-6,105,-0.1,0.0,-5,4,2.4,101
Cc1cc(NC(=O)CSCc2nc(-c3cccc(Cl)c3)oc2C)no1,20,0,0,100,0.3,0.1,0,-2,0.84,100
Cc1cccc(/C=C2/S/C(=N/N=C3\CC4CCC3(C)C4(C)C)NC2=O)c1 (configuration not stated),-8,-10,4,102,0.1,-3.1,3,3,1,109
O=C(NCc1nnc(SCC(=O)N2CCCc3ccccc32)n1-c1ccccc1)c1cccc2ccccc12,17,-7,-8,104,0.0,0.6,-6,-3,1.1,106
CCCS(=O)(=O)N1CCC(C(=O)NCCc2ccc(OC)c(OC)c2)CC1,-5,-2,-2,100,-0.1,-1.5,4,-9,1.1,102
CCC(Sc1nc(C)cc(C)n1)C(=O)Nc1ccc(Cl)cn1 (configuration not stated),12,10,-2,103,-0.2,-0.3,0,10,1,102
Cc1ccc(NC(=O)Cn2cnc3c(oc4nc5c(cc43)COC(C)(C)C5)c2=O)cc1,-3,-5,-4,92,-0.1,-0.2,13,0,1.1,105
COC(=O)c1[nH]c2ccccc2c1NC(=O)CNC1CCCCC1,0,3,0,101,-0.2,2.8,4,-2,0.37,97
COc1cc(C)ccc1S(=O)(=O)N1CCN(C23CC4CC(CC(C4)C2)C3)CC1,-13,0,-1,106,-0.3,0.1,0,7,1.1,100

An excerpt from above in order of their number in STAT1 activator, descending.
compound	STAT1 activator
CC(C)(C)n1ncc2c(=O)n(Cc3cccc(Cl)c3)cnc21	111
Cc1cccc(/C=C2/S/C(=N/N=C3\CC4CCC3(C)C4(C)C)NC2=O)c1 (configuration not stated)	109
COc1ccc(NC(=O)CSc2nc3ccccc3c3nc4ccccc4n23)cc1	108
CCC(Sc1nc(C)cc(C)n1)C(=O)Nc1ccc(Cl)cn1 (configuration not stated)	102
CCn1c(COc2cccc3ccccc23)nnc1SCC(N)=O	98
